Compound activity deposited in PubChem by several laboratories.
SMARCA2 activ – activators of SMARCA2 function | activation, % at 9.1 µM | hit rate 1% among 370,000 | MG213 cells, MMTV-luciferase reporter, dexamethasone, overnight; in the data active = activation above about 7.8%;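 also: 0% = vehicle wells and 100% = reference activator wells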
hgDAF-12 ag – activates the H. glycines DAF-12 receptor ligand-binding domain; HEK293 GAL4-hgDAF12 UAS-luciferase reporter, agonist luminescence; normalized to butyrate control; activation, % at 6.8 µM; hit rate 1.8% among 370,000; AID 687014;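 active = activation above a cutoff set at the mean of all screened compounds plus 3 SD, cut at about 10% in these data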;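 also: 0% = DMSO wells and 100% = sodium butyrate wells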
DAX1 inh-1 – DAX1 (NR0B1) inhibition, primary screen | HEK293T StAR-luciferase reporter, SF-1/DAX-1 repression relief | inhibition, % at 6.8 µM | hit rate 1.1% among 370,000 | AID 652010;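 active = inhibition above the mean over all tested compounds plus 3 SD, cut at about 3.6% in these data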;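 also: 0% = DAX-1 cells with DMSO and 100% = cells lacking DAX-1 with DMSO; higher inhibition means more luminescence from relief of DAX-1 repression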
GC-A act – GC-A (human) enzyme activation; AID 1671463; HEK293 GC-A cells, cGMP TR-FRET, EC30 ANP; 0% at EC30 ANP, 100% saturating ANP; hit rate 0.14% among 370,000; activation, % at 10 µM; P16066; in the data active = activation above about 40%
hcDAF-12 act – H. contortus DAF-12 activation, primary screen; HEK293 hcDAF-12 lit1-tk-luc reporter, luminescence; 0% DMSO, 100% Δ7-dafachronic acid; activation, % at 6.8 µM; hit rate 1.4% among 370,000; AID 652067;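 active = activation above the mean of all tested compounds plus 3 SD, cut at about 5.5% in these data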;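 also: 100% = response to 3 µM Δ7-dafachronic acid high control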
proKLK7 act – activates the human kallikrein-7 zymogen. P49862. purified proKLK7, EDANS-DABCYL substrate fluorescence; 100% is mature enzyme control, 0% vehicle. activation, % at 7 µM. hit rate 0.9% among 370,000. AID 652039;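 active = activation above the mean of all tested compounds plus 3 SD, computed per campaign excluding outliers beyond control limits, cut at about 13% in these data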
Target sequence (P49862 whole entry, looked up): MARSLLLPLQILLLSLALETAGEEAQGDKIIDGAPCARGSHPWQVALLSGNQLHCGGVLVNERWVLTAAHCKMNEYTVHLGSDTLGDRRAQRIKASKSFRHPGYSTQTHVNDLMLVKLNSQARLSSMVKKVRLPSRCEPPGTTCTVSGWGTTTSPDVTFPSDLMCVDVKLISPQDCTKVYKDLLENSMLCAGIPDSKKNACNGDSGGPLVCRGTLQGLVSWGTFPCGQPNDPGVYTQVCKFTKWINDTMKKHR
NPR2 activator – GC-B (human) receptor activation; P20594; HEK293-GC-B cells, CNP EC30, cGMP TR-FRET; 0% at EC30 CNP, 100% saturating CNP; activation, % at 10 µM; hit rate 0.11% among 370,000; AID 1920062;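 active = activation at 10 µM reaching about 35% in either raw or pattern-adjusted values, limit read from the data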
ssDAF-12 act – S. stercoralis DAF-12 activation, primary screen | HEK293 ssDAF-12/GRIP1 lit1-tk-luc reporter, luminescence; % of 3 µM dafachronic acid response | activation, % at 6.8 µM | hit rate 1% among 370,000 | AID 652126;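 active = activation above the mean over all tested compounds plus 3 SD, cut at about 0.9% in these data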;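 also: 0% = DMSO-only wells and 100% = 3 µM delta7-dafachronic acid wells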
HGIII-sPLA2 inh – Inhibits HGIII-sPLA2 liposome hydrolysis, primary screen; QFRET BODIPY PC-A2 liposome hydrolysis, fluorescence; inhibition, % at 12.2 µM; hit rate 0.56% among 370,000;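 active = inhibition above mean plus 3 SD of compounds lying within the high and low control bounds, cut at about 19% in these data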;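 also: 0% = median of test compound wells and 100% = no enzyme DMSO wells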
Target sequence (Q9NZ20 whole entry, looked up): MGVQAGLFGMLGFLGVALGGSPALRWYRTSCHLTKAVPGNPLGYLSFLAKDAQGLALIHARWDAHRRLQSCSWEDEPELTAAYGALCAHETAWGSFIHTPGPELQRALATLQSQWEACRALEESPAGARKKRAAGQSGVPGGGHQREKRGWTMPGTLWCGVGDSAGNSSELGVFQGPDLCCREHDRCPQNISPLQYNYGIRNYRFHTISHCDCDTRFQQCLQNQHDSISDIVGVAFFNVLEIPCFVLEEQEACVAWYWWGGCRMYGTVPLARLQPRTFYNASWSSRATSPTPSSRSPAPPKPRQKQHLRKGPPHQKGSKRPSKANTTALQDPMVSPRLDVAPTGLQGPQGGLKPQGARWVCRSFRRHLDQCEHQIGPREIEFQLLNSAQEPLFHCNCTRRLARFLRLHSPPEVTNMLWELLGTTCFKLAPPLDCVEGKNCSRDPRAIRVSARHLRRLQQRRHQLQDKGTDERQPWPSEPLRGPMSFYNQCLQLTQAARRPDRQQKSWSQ
FXN GAA850 act – activators of GAA850 frataxin (FXN) promoter; HEK293 lucGAA850 FXN promoter luciferase reporter, 24 h; percent of 10 µM SAHA response; activation, % at 6 µM; hit rate 0.56% among 360,000; AID 540364;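 active = activation above the average of all compounds screened plus 3 SD, cutoff fixed separately per campaign, cut at about 7.5% in these data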;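 also: 0% = DMSO wells and 100% = 10 µM SAHA wells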
DAX1 inh-2 – inhibits human nuclear receptor DAX1; inhibition, % at 6.75 µM; P51843; HEK293 Gal4-DAX1 luciferase reporter, luminescence; hit rate 0.99% among 340,000; AID 504766;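 active = inhibition above the mean over all tested compounds plus 3 SD, cut at about 4.2% in these data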;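 also: 0% = DAX1-transfected cells with DMSO and 100% = empty-vector control cells with DMSO; inhibition shows as a rise in luminescence from relieved DAX1 repression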
Target sequence (P51843 207-470 limits assumed): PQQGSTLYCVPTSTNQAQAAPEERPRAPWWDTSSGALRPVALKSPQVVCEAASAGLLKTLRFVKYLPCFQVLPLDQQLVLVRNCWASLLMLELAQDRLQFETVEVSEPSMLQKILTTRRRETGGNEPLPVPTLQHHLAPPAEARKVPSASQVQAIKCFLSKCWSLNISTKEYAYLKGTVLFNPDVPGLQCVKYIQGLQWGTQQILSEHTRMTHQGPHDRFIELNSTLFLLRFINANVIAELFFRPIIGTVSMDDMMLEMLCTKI
Active calls of the source: *; nt = not tested or not shown.

Values in the order – proKLK7 act, NPR2 activator, GC-A act, hgDAF-12 ag, DAX1 inh-1, FXN GAA850 act, DAX1 inh-2, HGIII-sPLA2 inh, hcDAF-12 act, SMARCA2 activ, ssDAF-12 act
1. O=C(Nc1ccc(CN2CCOCC2)cc1)c1ccc(Cl)cc1
    -0.4, 4, 6, 2.1, -0.9, 1.7, -0.5, -2, -1.6, 1, -1.6
2. CCOC(=O)C1C(c2cccc([N+](=O)[O-])c2)C2C(=O)NN=C2CC1(C)O (configuration not stated)
    -0.3, 0, 0, 0.4, 0.3, 1.1, 0.0, 2, -1.2, 1, -1.5
3. O=C(c1ccc(CS(=O)c2ccccc2Cl)o1)N1CCCCCC1 (configuration not stated)
    -0.2, 3, -1, 4.2, -2.0, 1.0, 1.1, 3, -0.8, 2, -1.1
4. Cc1cc(Cl)ccc1-c1cc2nc(NCCCN(C)C)n(C)c(=O)c2s1
    -0.3, 1, 8, -0.1, -0.2, 1.5, nt, 13, -2.4, -4, -0.9
5. COc1ccc(-c2nc3ccccn3c2Cl)cc1
    1.4, 3, 7, 14*, 2.5, 2.7, -0.5, -4, 15*, 3, 3.2*
6. CSc1nc(N2CCN(c3ccccc3)CC2)cc(N2CCN(c3ccccc3)CC2)n1
    0.5, 0, -8, 0.8, 0.1, 1.9, -0.8, 7, 0.0, -2, -1.5
7. Cc1cccc(N=C2NC(=O)/C(=C/c3cn(C)c4ccccc34)S2)c1
    -0.3, 0, -12, 1.7, 0.1, 1.9, 1.5, -2, 1.1, -1, -0.8
8. CC(C)c1ccc(N(CC(=O)NCc2cccnc2)S(=O)(=O)c2ccccc2)cc1
    0.3, -7, -7, -3.8, 0.0, 0.0, -0.4, 2, -2.2, -3, -0.3
9. CC(O)(c1ccc(F)c(F)c1)c1nc(-c2cccc(C#N)c2)cs1 (configuration not stated)
    0.7, -6, -11, 0.5, -2.4, 2.8, nt, -18, -1.4, -4, -1.9
10. COc1ccc(OCC(=O)Nc2cccc(-c3nc4ccccc4[nH]3)c2)cc1
    0.3, 5, 10, 5.4, -1.6, 0.5, -1.9, -21, -1.1, 1, -1.8
11. O=C(NCc1ccccc1)C(c1ccc(-c2ccccc2)cc1)N1CCN(C(=O)C2CCCO2)CC1 (configuration not stated)
    -0.1, 9, 3, -2.1, -0.6, nt, nt, -12, 0.1, -3, -1.2
12. CCOc1ccc(NC(=S)NC(=O)c2c(Br)cnn2C)c([N+](=O)[O-])c1
    -0.6, -6, -3, 2.9, 1.1, 0.9, -0.8, 4, 0.5, -2, 0.4
13. O=C(CCN1C(=O)C2CC=CCC2C1=O)Nc1cccc(S(=O)(=O)N2CCCCC2)c1 (configuration not stated)
    0.1, 1, 1, 0.8, 1.1, 0.5, 0.3, -1, -1.2, 0, -0.8
14. Cc1ccc(NC(=O)c2ncn(CCCNCc3ccccc3)n2)cc1C
    -0.5, -7, -2, 2.7, 1.9, -0.3, -0.2, 2, -1.5, 1, -0.7
15. Cc1ccc(S(=O)(=O)N2CCN(C(=O)COC(=O)c3c(C)noc3C)CC2)c(C)c1
    0.2, 6, -2, -2.8, -0.2, 3.3, -0.6, 1, -0.1, -2, -0.7
16. CC(C)C[C@H](NC1(C(=O)NC2CCCCC2)CCCCC1)C(=O)NCC(c1ccccc1)c1ccccc1
    nt, 7, 0, -1.2, nt, nt, nt, -1, -0.8, nt, -2.1
17. CC(C(=O)N(C)C1CCS(=O)(=O)C1)N1C(=O)/C(=C/c2cccs2)SC1=S (configuration not stated)
    -0.2, -8, -4, 0.6, -0.3, -1.0, 0.2, 4, -0.2, -1, -1.0
18. COC(=O)c1ccc2nc(C3CCCCC3)c(Cc3ccc(C)cc3)n2c1
    -0.4, 6, -1, 4.7, 0.9, nt, nt, 9, 3.1, -2, 1.0*
19. O=C(Cn1cnc2c(nnn2Cc2ccccc2)c1=O)N1CCN(c2ccccc2)CC1
    -0.5, -12, 3, 5.0, 0.1, 0.5, 1.1, 0, 0.2, -1, -1.6
20. CCOc1ccc(-c2nc(S(=O)(=O)c3ccccc3)c(N3CCOCC3)o2)cc1
    0.7, 3, 5, 0.4, -0.8, -1.1, -0.9, 1, -1.0, -1, -1.5

The last 2 entries of the part before lead into the next.
Values in the order – proKLK7 act, NPR2 activator, GC-A act, hgDAF-12 ag, DAX1 inh-1, FXN GAA850 act, DAX1 inh-2, HGIII-sPLA2 inh, hcDAF-12 act, SMARCA2 activ, ssDAF-12 act
19. O=C(Cn1cnc2c(nnn2Cc2ccccc2)c1=O)N1CCN(c2ccccc2)CC1
    -0.5, -12, 3, 5.0, 0.1, 0.5, 1.1, 0, 0.2, -1, -1.6
20. CCOc1ccc(-c2nc(S(=O)(=O)c3ccccc3)c(N3CCOCC3)o2)cc1
    0.7, 3, 5, 0.4, -0.8, -1.1, -0.9, 1, -1.0, -1, -1.5
21. O=C(COC(=O)c1cc(S(=O)(=O)NCc2ccccc2)ccc1O)NCc1ccccc1
    -0.4, 4, 1, -2.0, -0.3, -0.1, 0.9, -10, -1.2, -4, -0.5
22. C=CCN1C(=O)/C(=C/C(=O)OC)S/C1=N\NC(=O)c1ccccc1
    0.2, 0, 3, -2.2, 0.4, 1.4, nt, 0, -1.6, 3, -2.0
23. COc1ccccc1C(=O)NC1CC2CCC(C1)N2Cc1ccccc1 (configuration not stated)
    -0.3, -1, -4, 2.8, 0.3, 0.7, 2.8, 2, 1.4, 4, 0.4
24. CCOCCCn1c(SCC(=O)/C(C#N)=C(\C)N)nc2ccccc2c1=O
    0.0, 2, 1, -0.5, -0.1, -0.3, -0.3, -3, -2.0, 2, -1.4
25. CCOc1ccc(C(=O)CCC(=O)Nc2cc(C)ccn2)cc1
    -0.5, -5, 1, 3.2, 3.0, 1.9, 1.2, -1, 1.5, -1, -0.4
26. CC1C(=O)OC2C1CCC1(C)CCC(=O)C(C)C21 (configuration not stated)
    0.2, -2, 0, 0.1, -0.1, 0.6, -0.9, 6, -0.2, -2, -1.1
27. CC1CCCN(Cc2cnc(Cl)s2)C1 (configuration not stated)
    -0.3, 4, -4, -1.3, 0.0, 1.4, 0.3, -2, 0.7, 0, -1.1
28. O=C1CC(c2ccccc2)(c2ccccc2)c2ccccc21
    -0.6, -6, -8, 1.1, -0.5, 0.6, 0.8, 0, -2.8, -1, -1.5
29. CC(C)c1ccc(NC2CCCN(C(=O)CN3CCCCC3=O)C2)cc1 (configuration not stated)
    -7.8, -4, 3, -1.8, -1.0, -1.3, -0.6, 3, -0.6, -4, -1.2
30. O=C(c1ccccc1)C(Sc1ncn[nH]1)c1ccccc1 (configuration not stated)
    1.1, -2, 1, 0.3, 0.2, -0.7, -0.5, -15, -2.3, 0, -1.5
31. COc1ccc(-c2cc3ccccc3nc2N)cc1OC
    0.4, -2, 7, -3.5, -0.5, 3.0, 0.2, -3, -2.6, -1, -1.1
32. CCN(CC)CCNC(=O)C(C)c1nn(C)c(=O)c2ccccc12 (configuration not stated)
    -0.4, 1, 1, -0.4, -0.2, 0.0, 0.6, 3, 0.0, 3, -0.5
33. N=c1c(C(=O)NCc2ccco2)cc2c(=O)n3ccccc3nc2n1CCc1ccccc1
    16*, -2, 7, 1.8, -0.9, 2.5, 0.9, 3, -1.2, 5, -1.1
34. Cn1c(=NC(=O)CS(=O)(=O)c2ccccc2)sc2cc([N+](=O)[O-])ccc21
    -0.3, 3, 5, 0.7, -1.0, 2.0, -0.8, 2, -1.5, 1, -1.1
35. Fc1ccc(OCc2nc(-c3cccs3)no2)cc1
    -0.5, nt, nt, 16*, 3.1, 2.7, 2.9, -5, 2.8, 4, -0.1
36. CC(c1nc2ccccc2c(=O)[nH]1)N1CCCN(S(=O)(=O)c2ccc(F)cc2)CC1 (configuration not stated)
    0.6, -2, -2, -1.3, -0.5, 1.9, -0.1, -7, 0.0, 3, -0.3
37. O=C(O)c1cc2ccccc2cn1
    -0.3, 5, 5, 1.6, -0.7, 0.0, 0.9, -5, 1.4, 0, -0.9
38. Cc1cc(O)cc(=O)n1CCc1ccccc1
    -0.6, 4, 2, 0.8, 0.4, 0.9, 0.6, -2, -1.8, 1, -0.9
39. CCOC(=O)N1CCN(Cc2cn3ccccc3n2)CC1
    -1.5, -1, 5, 1.3, -0.7, -1.9, 0.7, -1, -2.1, -1, -1.2
40. CCn1c(=O)n(CC)c2cc(S(=O)(=O)N3CCC(c4ccccc4)CC3)ccc21
    0.1, 2, -1, -2.8, -1.4, -0.7, -2.5, 2, -2.7, -4, -0.8
41. CC(O)C1CCC2C3CCC4CC(O)CCC4(C)C3C(=O)CC12C (configuration not stated)
    0.4, 1, 0, -2.3, -0.4, 1.7, 0.6, -4, -2.3, 1, -1.3
42. COCCNC(=O)/C(C#N)=C\c1ccc(CNC(=O)C(=O)Nc2ccc(C)c(C)c2)o1
    0.3, 0, 6, -1.3, -0.1, 0.2, -1.4, 1, -1.6, 2, -0.9
43. COc1ccc(/C=C2\SC(=S)N(NS(=O)(=O)c3ccccc3)C2=O)c(OC)c1
    0.0, -1, -4, 1.8, -0.1, 2.2, 0.5, -3, -0.4, 0, -0.8
44. CC(Sc1nnc(Cc2cccs2)n1C)C(=O)Nc1ccc(C(N)=O)cc1 (configuration not stated)
    -0.3, -1, -2, 5.3, 2.1, 0.3, -0.2, -3, -1.5, 0, -0.9
45. CC1(C)OC(=O)C(=Cc2ccc(-c3ccc(S(N)(=O)=O)cc3)o2)C(=O)O1
    0.9, 16, 40*, -0.7, -0.3, 3.3, 0.1, -1, -0.8, 1, -0.9
46. COc1ccc(C(C)(C)C)cc1NC(=O)COC(=O)c1cnc(C)cn1
    -0.2, -6, -5, 1.5, -0.1, 2.2, 0.6, 8, -1.3, -2, -1.4
47. CN(c1ccccn1)c1ncnc2[nH]ncc12
    0.3, 2, 1, 0.3, 0.4, 0.7, -0.5, 4, -1.2, -3, -0.9

GC-A act: what is marked active above
no.	Compound	proKLK7 act	NPR2 activator	GC-A act	DAX1 inh-1	DAX1 inh-2	HGIII-sPLA2 inh	hcDAF-12 act	SMARCA2 activ	ssDAF-12 act
45	CC1(C)OC(=O)C(=Cc2ccc(-c3ccc(S(N)(=O)=O)cc3)o2)C(=O)O1	0.9	16	40*	-0.3	0.1	-1	-0.8	1	-0.9
